Compound activity deposited in PubChem by several laboratories.
Hsp70 activator: Hsp70 transcriptional activation, primary screen; activation, % at 10 µM; 200,000 compounds, 0.04% hits; HeLa Hsp70 promoter luciferase reporter, luminescence; scaled: vehicle 0, proteasome-inhibitor control 100%;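 active = activation above the mean across all tested compounds plus 3 SD, cutoff set per campaign, cut at about 5.5% in these data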;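 note: 100% = MG132 at 30 µM as the positive control and 0% = DMSO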
DTT redox prof: compounds producing H2O2 with reducing agent – biochemical, NIH compound library profiling, artefact control for MLSCN library redox annotation, primary screen. activation, % at 10 µM. 200,000 compounds, 0.03% hits. DTT-dependent redox cycling H2O2, phenol red/HRP absorbance; 100% = 100 µM peroxide control, 0% = buffer;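 active = activation of at least 50% relative to the plate's high and low controls in the primary single-dose screen; inactive = activation below 50%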;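 note: compound incubated with DTT at 0.8 mM final as the reducing agent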
Diaph act CS: counter-screen for diaphorase-based assays: diaphorase activators and chemical reducers; Diaphorase/resazurin coupled assay, resorufin fluorescence, 16 min; active compounds read high; 1 = vehicle wells, 0 = NADH-free wells; activation factor at 20 µM; AID 1229; 190,000 compounds, 0.005% hits;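 active = diaphorase activity raised at least twofold by the compound at 20 µM; inactive = activation factor below 2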
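Material: purified diaphorase enzyme from Clostridium kluyveri / Medium: HEPES pH 7.4 buffer with MgCl2 and Tween 20 / Schedule: enzyme reaction of 16 min at room temperature / Measured by: resorufin fluorescence, excitation 544 nm, emission 590 nm / Evaluation: rise in resorufin formation, marking diaphorase activation or chemical reduction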
Diaphorase inh: counter-screen for diaphorase-based assays: diaphorase inhibitors and chemical oxidizers | 190,000 compounds, 0.69% hits | inhibition, % at 20 µM | diaphorase resazurin-to-resorufin fluorescence, NADH, 16 min; bacterial (C. kluyveri) enzyme, not human;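 active = primary screen inhibition at 20 µM above a set limit, cut at about 50% in these data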;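 note: plate controls were DMSO with full reaction for no effect and wells lacking NADH for full effect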
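Test system: diaphorase enzyme from Clostridium kluyveri; amount: diaphorase at 0.14 U/mL in enzyme working solution; detection: fluorescence of resorufin formed from resazurin, Ex 544/Em 590 nm; times: reaction incubation of 16 min at room temperature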
PMI act: increases human mannose-6-phosphate isomerase activity | 190,000 compounds, 0.005% hits | activation factor at 20 µM | AID 1214 | purified human PMI, coupled resazurin fluorescence, 20 min; active compounds read high; 1 = vehicle control, 0 substrate-free wells | P34949;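 active = activation factor of 2 or more at 20 µM, relative to plate controls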
Target sequence (P34949 whole entry, looked up): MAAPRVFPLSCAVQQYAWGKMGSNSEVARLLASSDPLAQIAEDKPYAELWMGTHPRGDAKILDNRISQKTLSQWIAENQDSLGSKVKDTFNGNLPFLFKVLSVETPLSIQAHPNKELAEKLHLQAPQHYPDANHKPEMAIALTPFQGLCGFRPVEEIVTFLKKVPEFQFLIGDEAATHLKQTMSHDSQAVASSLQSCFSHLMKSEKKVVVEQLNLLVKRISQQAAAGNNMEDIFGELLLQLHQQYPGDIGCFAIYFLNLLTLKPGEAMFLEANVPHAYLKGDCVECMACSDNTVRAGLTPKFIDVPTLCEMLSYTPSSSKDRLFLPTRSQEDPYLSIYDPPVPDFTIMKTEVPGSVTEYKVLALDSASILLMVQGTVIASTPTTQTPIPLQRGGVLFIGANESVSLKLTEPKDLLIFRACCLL
L major viab: inhibitors of Leishmania major promastigote growth; 200,000 compounds, 9% hits; AID 1063; Leishmania major promastigotes, resazurin fluorescence viability; inhibition, % at 10 µM;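 note: promastigotes grown with compound for 44 hours at 28 °C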
RAM inhibit: inhibitors of the yeast RAM network. inhibition, % at 50 µM. 190,000 compounds, 1.8% hits. S. cerevisiae dse1pr::URA3 reporter, 5-FOA growth OD615, 2 d; analog-sensitive cbk1-as2 kinase mutant strain;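 active = inhibition above a set limit, 3 SD over mean compound inhibition, cut at about 8.4% in these data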;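 note: 0% = DMSO-only wells with no growth and 100% = 10 µM 1-NA-PP1 full growth; inhibition rescues growth on 5-FOA so higher OD means more RAM inhibition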
S1P3 antag: S1P3 (human) receptor antagonism; CHO S1P3 NFAT-BLA reporter, FRET fluorescence, antagonist mode; inhibition, % at 4.98 µM; 170,000 compounds, 0.27% hits; AID 485;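 active = inhibition above the plate cutoff, the mean inhibition of test wells on that plate plus 3 SD, cut at about 28% in these data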;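 note: cells challenged with S1P at its EC80 of 0.8 µM; blue over green emission ratio from cleaved BLA substrate after 4 h stimulation; 0% = S1P-stimulated wells and 100% = unstimulated DMSO-only wells; some compounds past the cut are filed as inactive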
Target sequence (Q99500 whole entry, looked up): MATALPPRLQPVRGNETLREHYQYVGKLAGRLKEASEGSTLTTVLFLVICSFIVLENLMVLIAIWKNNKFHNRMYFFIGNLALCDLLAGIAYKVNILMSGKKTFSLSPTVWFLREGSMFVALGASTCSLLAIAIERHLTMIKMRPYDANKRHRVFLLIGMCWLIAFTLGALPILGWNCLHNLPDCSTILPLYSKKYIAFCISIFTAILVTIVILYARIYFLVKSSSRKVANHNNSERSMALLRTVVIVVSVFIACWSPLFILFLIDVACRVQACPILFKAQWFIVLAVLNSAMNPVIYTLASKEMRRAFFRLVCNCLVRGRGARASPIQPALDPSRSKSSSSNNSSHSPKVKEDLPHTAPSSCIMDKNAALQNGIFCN
G6PDH counter: L. mesenteroides G6PDH inhibition counter-screen; Purified L. mesenteroides G6PDH, diaphorase/resazurin coupled fluorescence, 45 min; inhibition, % at 5 µM; 200,000 compounds, 0.12% hits; AID 1020
PMI act satM6P: increases human PMI activity with near-saturating mannose 6-phosphate; P34949; coupled PMI enzyme assay, resazurin fluorescence, 20 min; active compounds read high; 1 = untreated enzyme, 0 = substrate-free blank; activation factor at 20 µM; 190,000 compounds, 0.34% hits; AID 1216;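 active = activation factor of 2 or more at 20 µM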
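Material: human phosphomannose isomerase with PGI, G6PDH, diaphorase coupling enzymes. Quantity: 15 ng/mL PMI. Medium: HEPES pH 7.4 buffer with MgCl2 and Tween-20. Reagent: Near-saturating mannose-6-phosphate, 1.0 mM. Compound: 20 µM single dose. Times: enzyme reaction with compound 20 min at room temperature. Detection: resorufin fluorescence at Ex 544/Em 590 nm.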
TLR4 MyD88 comp: inhibitors of human TLR4-MyD88 binding | HeLa CL3-4 TLR4/MyD88 BLA complementation, FRET ratio | O00206+Q99836 | 200,000 compounds, 0.18% hits | inhibition, % at 8.4 µM; in the data active = inhibition above about 25%;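 note: 0% = vehicle and 100% = reference inhibitor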
Active calls of the source: *; / = not tested or not shown. Cut-off read from the data, not from the text of the source, unless noted: active = inhibition above about 50%; inactive = the rest.

Values in the order: Hsp70 activator	DTT redox prof	Diaph act CS	Diaphorase inh	PMI act	L major viab	RAM inhibit	S1P3 antag	G6PDH counter	PMI act satM6P	TLR4 MyD88 comp
1) COc1ccc2c(c1)c(CC(=O)Nc1cc(C)ccc1C)c(C)n2C(=O)c1ccc(Cl)cc1
    0.1	0.1	0.8	19	0.9	9	4.6	3	7	0.9	-2
2) CCOC(=O)c1nnn(-c2nonc2N)c1CNC(C)C
    0.2	1.1	0.8	17	1	-4	0.1	-60	2	1	8
3) Cc1cccc(N2C(S)=C(C#N)C(=O)NC2c2cccs2)c1 (stereo not drawn)
    -0.2	0.3	0.9	8	1	47	-0.3	-4	-12	1	2
4) COc1ccccc1/C=C/CN1CCN(Cc2ccc(F)cc2)C(CCO)C1 (stereo not drawn)
    0.0	1.0	0.8	18	1	83*	3.6	-6	14	1	8
5) Cc1ccc(CSC2=NCCN2C(=O)c2ccc(S(=O)(=O)N(C)C)cc2)cc1
    0.1	0.3	0.8	15	1	13	0.1	-5	2	1	13
6) O=C(NCc1cccs1)C1CC(c2ccccc2O)=NO1 (stereo not drawn)
    -0.1	0.7	0.8	22	0.9	-3	1.1	22	2	0.9	-6
7) CSc1nc(C)cc(SCC(=O)Nc2ccccc2)n1
    0.4	-0.1	1	0	1	2	-0.9	/	4	1	-6
8) Cc1ccc(N2C(=O)Nc3ccccc3C2(O)C(=O)N2CCN(c3ccccn3)CC2)cc1C (stereo not drawn)
    -0.2	-0.4	1	3	1	31	-0.4	-10	4	1	6
9) N#Cc1c(N)nc(SCC(=O)NCCc2ccccc2)c(C#N)c1-c1cccs1
    0.2	0.3	1	1	1.1	4	2.6	/	2	1.1	5
10) CCCCN(CCCC)C(=O)CSc1nnc(-c2cc(OC)c(OC)c(OC)c2)o1
    -0.3	-0.3	0.9	8	1	15	2.1	0	-21	1	5
11) C[n+]1cn(CC(O)COCc2ccccc2)c2ccccc21 (stereo not drawn)
    -0.5	-3.2	1	2	1.1	-6	1.4	/	9	1.1	-4
12) CCOC(=O)c1c(C)[nH]c(C)c1C(=O)COC(=O)c1ccc(OC)c(OC)c1
    -0.1	-0.6	0.9	14	1	-6	2.0	-20	3	1	-5
13) COCCN=c1scc(-c2cc(OC)c(OC)c(OC)c2)n1/N=C/c1c(C)[nH]c2ccccc12
    0.0	-0.1	0.8	20	0.7	11	4.0	-5	-4	0.9	-16
14) CCOc1ccc(Cn2nnc(C(=O)NCCc3ccc(Cl)cc3)c2N)cc1
    -0.4	-0.7	0.9	7	1.1	-8	2.4	/	1	1	5
15) N#Cc1c(-c2ccc(Cl)cc2)c2c([nH]c1=S)CCCC2
    -0.3	0.5	0.8	24	1.2	-3	6.7	3	5	1.1	-5
16) O=C(Nc1ccccc1N1CCN(C(=O)c2ccc(Cl)cc2)CC1)c1cc(Br)ccc1Cl
    -0.2	2.1	0.8	17	0.9	44	5.3	/	2	1	-8
17) COc1cccc(Cn2c(NCC(C)C)nc3c2c(=O)n(C)c(=O)n3C)c1
    -0.2	-0.5	0.9	5	1	7	2.2	/	4	1.1	-1
18) CCOC(=O)C1C(=O)C=C(/C=C/c2ccc(N(C)C)cc2)CC1c1ccccc1 (stereo not drawn)
    -0.3	2.0	0.7	29	0.9	7	2.7	3	-35	1	11
19) CCCCn1c(SCC(=O)Nc2cc(C)on2)nc2c1c(=O)n(C)c(=O)n2C
    -0.1	-0.9	1	2	0.9	-1	2.2	-20	9	0.9	-1
20) CCOC(=O)C1CCN(C(=O)C(CC)c2ccccc2)CC1 (stereo not drawn)
    -0.2	-1.8	1	5	0.9	1	-0.2	-8	8	0.9	10
21) CC1CCCC(C)N1C(=O)CSc1nnc(CSc2ncccn2)n1C (stereo not drawn)
    0.2	-0.9	0.8	18	0.9	-4	-0.1	-10	4	0.9	4
22) CSc1nc(-c2ccc(Cl)cc2)c(C#N)c(=O)n1C
    -0.2	-0.2	1.1	-9	1	-2	2.1	-2	12	1	3
23) CCOc1ccc(C(=O)NCc2ccncc2)cc1
    -0.4	1.6	0.9	14	1	-7	1.9	5	1	0.9	-4
24) O=[N+]([O-])c1cc(Br)c(OCc2nnc(-c3ccccc3)o2)c(Br)c1
    -0.2	0.2	0.8	15	1.2	-10	2.9	-8	0	1	3
25) COc1ccc(/C(=N\O)c2ncc(C(F)(F)F)cc2Cl)cc1
    -0.3	-0.1	0.9	13	0.9	-5	0.5	/	0	1	3
26) Cc1cccc(Nc2nc(N3CCCC3)nc(N3CCCC3)n2)c1
    -0.1	0.1	0.9	13	0.9	28	-0.8	/	-2	1	-4
27) Cc1ccccc1OCCOCCN1CCCCCC1
    0.1	-0.2	0.9	12	0.9	99*	1.1	-10	1	0.9	-11
28) Cn1c(=O)c2c(nc(CN3CCc4ccccc4C3)n2Cc2ccc(F)cc2)n(C)c1=O
    -0.2	0.3	/	/	/	32	/	13	/	/	12
29) O=c1c2nnn(-c3ccc(Cl)cc3)c2ncn1Cc1ccccn1
    -0.1	-1.1	1.2	-20	1	-6	1.8	-7	6	1.1	-13
30) Cc1cc(C)c[n+](C[n+]2cc(C)cc(C)c2)c1
    0.2	-1.5	1	2	1	-4	1.7	5	11	1	10

Further records follow:
Values in the order: Hsp70 activator	DTT redox prof	Diaph act CS	Diaphorase inh	PMI act	L major viab	RAM inhibit	S1P3 antag	G6PDH counter	PMI act satM6P	TLR4 MyD88 comp
31) CC1=CC(C)(C)N(C(=O)CSc2nnc(N)s2)c2c(C)cc(C)cc21
    -0.4	3.3	0.9	10	1	2	2.0	/	7	1	-5
32) CC1CCN(S(=O)(=O)c2cc(C(=O)N3CCN(c4ncccn4)CC3)ccc2Br)CC1
    -0.5	0.0	0.9	14	0.9	85*	0.8	-5	-11	0.9	2
33) CCCC(=O)c1ccc(N2CCN(C(=O)OCC)CC2)c(F)c1
    -0.1	1.5	0.9	6	1	-9	1.9	20	12	1	-5
34) Cc1ccc(NCC(=O)N/N=C/c2ccc(-c3cccc(C(F)(F)F)c3)o2)cc1
    0.0	0.4	0.7	32	0.7	9	-0.9	-3	-22	0.8	2
35) CSC1=C(C#N)C(c2ccccc2Cl)C(C(=O)c2cccs2)C(O)(C(F)(F)F)N1 (stereo not drawn)
    -0.1	-0.8	0.8	20	1	9	3.3	-3	-2	1	-14
36) Cc1ccc(C(NC(=O)c2ccccc2)C(Cl)Cl)cc1 (stereo not drawn)
    -0.6	-0.5	0.9	14	1	28	1.6	-8	-18	1.2	-6
37) CCN1CCN(Cc2nc3c(c(=O)[nH]c(=O)n3C)n2Cc2ccccc2Cl)CC1
    0.2	-0.3	0.9	12	1	2	/	-17	1	1	-16
38) N#Cc1ccc(Cl)cc1NC(=O)COC(=O)c1ccc(S(=O)(=O)N2CCCC2)cc1
    -0.4	-0.2	0.8	15	1	-6	3.5	/	-3	1	-9
39) O=C(Nc1ccccn1)NC1CCS(=O)(=O)C1 (stereo not drawn)
    -0.1	-0.6	0.9	7	1	-1	0.5	0	0	1	12
40) O=C(Nc1c2c(nn1-c1ccc(Cl)cc1)CS(=O)(=O)C2)c1ccc2c(c1)OCO2
    -0.5	-0.5	0.9	13	0.9	9	-1.0	/	-12	1	7
41) CC(=O)NCCC(=O)Nc1ccc(F)cc1C
    -0.4	2.0	0.9	7	1	-6	0.9	/	3	1	10
42) CCc1ccccc1NC(=O)Cc1cn(C)c2ccccc12
    -0.1	-0.3	1.1	-7	1.1	1	1.9	-8	1	1	-3
43) CCOc1ncccc1C(=O)N1CCCSC1=Nc1ccc(C(C)=O)cc1
    -0.1	-2.0	0.9	7	1	3	0.7	-16	10	0.9	4
44) Cn1ccnc1Sc1ccc(C=O)cc1[N+](=O)[O-]
    -0.3	-0.2	1	4	0.8	-4	1.2	4	8	0.7	2
45) Cc1ccc(CNC(=O)c2nnn(-c3cccc(C)c3)c2N)cc1
    -0.3	0.6	0.9	8	1.1	0	2.3	5	3	1	3
46) COC(=O)NNC(=O)COc1ccc(Br)c(C)c1
    -0.4	0.4	0.9	15	0.9	-5	0.7	/	0	1	-6
47) O=C(CCNC(=O)c1ccc([N+](=O)[O-])cc1)Nc1ccc(N2CCOCC2)cc1N1CCOCC1
    -0.1	-0.7	1	1	1	-1	1.5	2	-1	0.9	-10
48) Cc1csc(SCC(=O)NCCc2ccc(Cl)cc2Cl)n1
    -0.3	-0.6	1	0	0.9	-3	0.1	-3	2	1.1	9
49) COc1ccc(CNC(=O)C2CCN(S(C)(=O)=O)CC2)cc1
    -0.2	-1.6	0.9	6	1.1	8	-0.5	-19	-2	1.2	-15
50) CN(C)S(=O)(=O)c1ccc(C(=O)OCC(=O)NC(=O)NCc2ccccc2)cc1
    -0.1	1.7	1.1	-6	1.1	0	1.7	24	-2	1.1	1
51) O=C(CSc1c(Cl)cccc1Cl)N1CCC(c2nc3ccccc3s2)CC1
    -0.3	-11	0.8	21	0.9	-2	9.4*	/	6	0.9	-9
52) COc1ccc2c(=O)c(-c3ccc(OC)c(OC)c3)coc2c1
    0.4	0.4	1.2	-15	1	0	0.5	-19	-1	1	-11
53) CCOC(=O)c1c(N)nn(C(=O)C(C)(C)C)c1-c1ccccc1
    -0.1	1.5	1.1	-7	1	2	2.8	-5	2	1	-10
54) Cc1c(C(=O)N/N=C/c2ccc(O)cc2)sc(=S)n1C
    -0.1	0.1	0.9	10	1.1	0	4.3	23	-6	1	3
55) CCOc1ccc(NC(=O)CSc2nnc(-c3ccoc3C)n2CC2CCCO2)cc1 (stereo not drawn)
    -0.1	-1.1	0.9	5	1	-6	0.5	/	5	1	6
56) O=C(CSCc1ccccc1Cl)NN1C(=O)c2ccccc2C1=O
    -0.1	-5.1	1	-2	1	-8	-0.9	/	1	0.9	1
57) O=C(Nc1nnc(SCc2ccccc2Cl)s1)c1cccc([N+](=O)[O-])c1
    0.0	0.4	0.8	21	0.9	-8	5.6	3	-39	1	1

With a hit mark in RAM inhibit, among the entries above:
entry | SMILES | Hsp70 activator | DTT redox prof | PMI act | RAM inhibit | S1P3 antag | PMI act satM6P | TLR4 MyD88 comp
51 | O=C(CSc1c(Cl)cccc1Cl)N1CCC(c2nc3ccccc3s2)CC1 | -0.3 | -11 | 0.9 | 9.4* | / | 0.9 | -9
